# RXFP1 antagonist: qHTS Assay for Antagonists of the Relaxin Receptor RXFP1; Relaxin receptor 1 (Homo sapiens), Q9HBX9; activity change, negative = inhibition, % at 57.5 µM; 350,000 tested, 0.59% active; HEK293-RXFP1, relaxin-stimulated cAMP HTRF, 30 min; active compounds read low;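 active = activity change of -60% or lower, but not beyond a set lower limit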; also: % is scaled to controls: 0 for no effect and ±100 for the full control effect
# D1 antag: Antagonist of Human D 1 Dopamine Receptor: qHTS. 360,000 tested, 3.2% active. D(1A) dopamine receptor (Homo sapiens), P21728. activity change, negative = inhibition, % at 10 µM. HEK293 TREx D1 cells, calcium flux, dopamine EC80; active compounds read low; in the data active = activity change below about -30%; also: % is scaled to controls: 0 for no effect and ±100 for the full control effect
#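 After overnight tetracycline induction at 30 C, force-coupled D1 HEK293 cells took up a no-wash calcium dye at room temperature. Compounds were added and monitored 180 s, and the response to EC80 dopamine was then recorded.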
# D2 ag: HTS Assay for Allosteric Agonists of the Human D2 Dopamine Receptor: Primary Screen for Agonists | HEK293 T-REx D2 cells, calcium flux agonist mode | 340,000 tested, 0.53% active | activation, % at 2 µM | D(2) dopamine receptor (Homo sapiens), P14416;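 active = activation over 3 SD above normal in the single-dose calcium agonist read, cut at about 30% in these data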; also: 0% is about no effect
# Target sequence (P14416 whole entry, looked up): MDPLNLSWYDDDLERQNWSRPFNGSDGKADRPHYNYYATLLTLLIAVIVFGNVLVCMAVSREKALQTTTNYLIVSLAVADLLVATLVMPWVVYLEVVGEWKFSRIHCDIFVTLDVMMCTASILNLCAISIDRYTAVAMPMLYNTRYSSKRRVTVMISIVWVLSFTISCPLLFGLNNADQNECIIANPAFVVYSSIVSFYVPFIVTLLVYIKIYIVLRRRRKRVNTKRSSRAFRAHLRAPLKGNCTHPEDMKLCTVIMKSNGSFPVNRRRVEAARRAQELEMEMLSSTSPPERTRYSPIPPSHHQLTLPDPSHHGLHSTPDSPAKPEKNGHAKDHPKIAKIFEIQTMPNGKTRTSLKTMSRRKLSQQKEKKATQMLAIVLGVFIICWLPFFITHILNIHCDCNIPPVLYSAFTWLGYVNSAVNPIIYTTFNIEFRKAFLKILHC
#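 HEK293 Trex D2 cells, tetracycline-induced, o/n 30 C 5% CO2; no-wash Ca dye, RT 30–90 min; 10-cycle baseline, 23 nl cpd added, kinetic Ca read 180 s; agonist hits = positive Ca response.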
# D2 potentiator: HTS Assay for Positive Allosteric Modulators of the Human D2 Dopamine Receptor: Primary Screen for Potentiators | D(2) dopamine receptor (Homo sapiens), P14416 | 340,000 tested, 0.34% active | HEK293 T-REx D2, calcium flux, EC20 dopamine potentiation | AID 485347, 2010 | potentiation, % at 10 µM;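 active = potentiation over 3 SD above the plate norm, cut at about 30% in these data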; also: 0% is about no effect
#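 Tetracycline-induced HEK293 T-REx cells force-coupled to calcium signalling expressed D2; compounds were pin-added after a 10 s baseline, read kinetically 180 s, then an EC20 dopamine challenge followed with a further 180 s calcium read.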
# D1 potentiator: Potentiators of Human D1 Dopamine Receptor: qHTS | D(1A) dopamine receptor (Homo sapiens), P21728 | HEK293 TREx D1 cells, calcium flux, dopamine EC20 potentiation | potentiation, % at 10 µM | 360,000 tested, 0.036% active | AID 504651, 2011; in the data active = potentiation above about 30%; also: 0% is about no effect
# TRHR ag: qHTS for Small Molecule Agonists and Allosteric Enhancers of Human TRH Receptor: Primary Screen for Agonists. TRHR cells, calcium flux fluo-8, FDSS agonist mode. activation, % at 2 µM. 360,000 tested, 0.18% active. AID 493084, 2011; also: 0% is about no effect
# Target sequence (P34981 whole entry, looked up): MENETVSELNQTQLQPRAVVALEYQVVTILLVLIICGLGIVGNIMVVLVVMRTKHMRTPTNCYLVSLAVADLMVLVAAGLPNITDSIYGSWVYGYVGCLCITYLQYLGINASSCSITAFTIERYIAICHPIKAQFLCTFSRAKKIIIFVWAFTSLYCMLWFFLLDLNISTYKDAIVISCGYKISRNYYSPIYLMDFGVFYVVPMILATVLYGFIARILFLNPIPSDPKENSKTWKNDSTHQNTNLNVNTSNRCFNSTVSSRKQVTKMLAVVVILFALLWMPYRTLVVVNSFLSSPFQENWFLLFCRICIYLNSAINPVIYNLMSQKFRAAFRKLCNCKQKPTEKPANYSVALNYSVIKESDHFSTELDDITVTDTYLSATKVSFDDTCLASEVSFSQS
#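 Steps: seed TRHR cells overnight; add fluo-8 no-wash Ca dye, RT 30 min–1.5 h; record 10 s baseline; pin-transfer compounds; monitor fluorescence 1 cycle/s for the agonist window. Calcium increases flag candidate agonists.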
# TRHR PAM: qHTS for Small Molecule Agonists and Allosteric Enhancers of Human TRH Receptor: Primary Screen for Enhancers | Thyrotropin-releasing hormone receptor (Homo sapiens), P34981 | TRHR cells, fluo-8 calcium fluorescence, EC20 TRH enhancement | enhancement, % at 2 µM | 360,000 tested, 0.66% active | AID 493056, 2011; in the data active = enhancement above about 30%; also: 0% is about no effect
#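 TRHR-expressing cells loaded with fluo-8 calcium dye were read kinetically (ex 480/em 530) during compound addition, then stimulated with an EC20 of TRH (10 nM final). Enhancement of the Gq-mediated intracellular calcium response was scored.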
# D2 antagonist: HTS Assay for Allosteric Antagonists of the Human D2 Dopamine Receptor: Primary Screen for Antagonists | HEK293 TREx D2 cells, calcium flux, dopamine EC80 | D(2) dopamine receptor (Homo sapiens), P14416 | 340,000 tested, 2% active | inhibition, % at 10 µM; in the data active = inhibition above about 30%; also: 0% is about no effect
#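 Compounds are added to dye-loaded, induced HEK293 T-REx cells coupled to calcium release via D2; after a 3 min kinetic read an EC80 dopamine stimulus is given and fluorescence is recorded for 3 more min.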
# D1 ag: Allosteric Agonists of the Human D1 Dopamine Receptor: qHTS; AID 504660, 2011; 360,000 tested, 1% active; D(1A) dopamine receptor (Homo sapiens), P21728; activation, % at 2 µM; HEK293 T-REx D1 cells, calcium flux, agonist mode; also: 0% is about no effect
#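 Tetracycline-induced HEK293 TREx D1 cells, force-coupled to calcium signalling, were dye-loaded with a no-wash calcium kit. Compound was pin-added after a 10 s baseline. Fluorescence was read kinetically at 1 cycle/s for 180 s, with calcium rises flagged as agonism.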
# The depositor's hits bear a star; . = no result given; & = joins results of further samples. Rule as the data show it, unless noted: active = activation above about 30%; inactive = the rest.
SMILES,RXFP1 antagonist,D1 antag,D2 ag,D2 potentiator,D1 potentiator,TRHR ag,TRHR PAM,D2 antagonist,D1 ag
O=C(c1ccc(CS(=O)Cc2ccc(Cl)cc2)o1)N1CCN(c2ccc(F)cc2)CC1 (centres undefined),-1,-36*,-0.7,13,-9,-0.5,5,-11,17
Cc1cc([N+](=O)[O-])c2c(c1C)C1C=CCC1C(c1ccccn1)N2 (centres undefined),.,8,-0.8,1,-1,-1.7,-3,-3,1
COC(=O)c1ccc(CNC(=O)Cn2cnnn2)cc1,-1,6,.,-4,-4,0.4,-3,.,1
Cc1ccccc1CN(c1ccc(C(=O)Nc2ccccc2C(=O)NCc2ccco2)cc1)S(C)(=O)=O,-8,11,-0.1,2,-16,-1.6,14,21,13
CC1CC(C)CN(CC(=O)N2c3ccccc3CCc3ccccc32)C1 (centres undefined),18,14,-0.3,13,1,0.2,19,23,8
CC(C)(C)NC(=O)C(c1ccccn1)N(C(=O)C1CSC(=O)C1)c1ccc(F)cc1 (centres undefined),1,0,0.6,-5,-2,0.2,-10,-2,0
COc1cc(C2C(C#N)=C(N)OC3=C2C(=O)CC(C)(C)C3)ccc1OC(=O)N1CCOCC1 (centres undefined),14,4,0.5,-4,2,1.1,3,-8,-2
CC1=C[C@H]2Cc3cc(C)cc(C)c3S(=O)(=O)[C@@H]2C=C1,1,-7,-0.4,4,-4,-1.1,-3,13,0
COC(=O)c1c(NC(=O)Cc2ccccc2)sc2c1CC(C)(C)NC2(C)C,.,12,0.8,2,0,0.9,28,-37,13
C=CCn1c(SC(C)CC)nc(O)cc1=O (centres undefined),-14,-29,13,8,6,8.5,-2,12,140*
Cc1ccccc1NC(=O)CN(c1ccc(F)cc1)S(C)(=O)=O,3,11,0.2,2,2,0.0,4,8,-1
CCCn1c(=N)n(CC(O)c2ccc(C)cc2)c2ccccc21 (centres undefined),-17,0,-1.6,-18,0,0.0,-3,1,2
CCOC(=O)NC(=O)/C(C#N)=C\NNc1ncc(C(F)(F)F)cc1Cl,-4,-11,0.1,2,-5,0.5,-1,-7,2
CS(=O)(=O)CCC(C(=O)Nc1ccc2c(c1)OCO2)N1Cc2ccccc2C1=O (centres undefined),27,-3,0.0,6,1,0.3,-2,11,3
CC(C)CNC(=O)c1ccccc1NC(=O)c1ccc(CSc2ccccc2)cc1,-8,1,1.6,-9,-9,2.9,9,8,32*
CSc1ccccc1C(=O)N1CCC(n2nccc2NC(=O)C(C)(C)C)CC1,-8,0,0.5,3,1,-0.1,-4,-2,2
NNC(=O)C1c2ccccc2Oc2ccccc21,3,9,-0.6,4,2,0.9,11,-7,2
Clc1ccc(-c2nnc(COc3ncnc4ccccc34)o2)cc1,-4,-1,0.0,13,-3,0.2,2,-8,2
COc1ccc(N(C)C(=O)c2cn(CC(C)C)c(=O)c3cc(OC)c(OC)cc23)cc1,-5,8,0.2,-3,-6,-0.9,1,-5,3
CCOc1ccc(OCCn2nnc3ccccc3c2=O)cc1,-12,-4,-0.9,52*,-4,0.2,1,7,1
Cn1ccnc1C1CCCCN1C(=O)c1cc(COc2ccc(F)cc2Cl)on1 (centres undefined),4,7,-0.5,0,-1,0.0,-1,-3,2
CCN(CC)C(=O)c1ccc(CS(=O)(=O)c2ccc(Br)cc2)cc1,-5,-18,0.6,7,6,0.0,2,-6,1
O=C1CCCC(O)=C1N=Nc1cccc(C(=O)O)c1,-3,-10,2.6,2,-4,-1.0,-8,-2,2
O=C1c2ccccc2S(=O)(=O)N1CCS(=O)(=O)c1ccc(F)cc1,5,-10,.,.,-12,-0.5,3,.,8
Cc1ccccc1OCC(=O)O/N=C(\N)Cc1ccc(Cl)cc1,-30,18,0.7,-5,8,1.4,2,0,9
# (next part)
SMILES,RXFP1 antagonist,D1 antag,D2 ag,D2 potentiator,D1 potentiator,TRHR ag,TRHR PAM,D2 antagonist,D1 ag
COc1cccc(NC(=O)CN(C)CC(=O)c2c(N)n(Cc3ccccc3)c(=O)n(C)c2=O)c1,-5,-1,-0.9,-5,-2,1.2,3,-15,1
COCCNC(=O)c1cc2c(Cl)nc3ccc(C)cc3c2s1,-24,-1,-0.6,10,-4,-0.6,-2,.,2
COc1ccc(N2CCN(C(=O)CN(c3ccccc3)S(=O)(=O)c3ccc(OC)cc3)CC2)cc1,-5,-12,0.4,9,-1,-0.8,1,19,-1
C/C(=N\Nc1nc(-c2ccccn2)nc2ccccc12)c1ccc(F)cc1,-10,13,1.4,-17,-3,0.5,-10,-1,3
CC(=O)N1CCN(C(=O)c2ccc(S(=O)(=O)Nc3cccc(C(F)(F)F)c3)cc2)CC1,7,-6,0.5,0,3,0.5,1,-9,2
COC(CN(C)C(=O)c1cn(C)c2ccc(S(=O)(=O)N(C)C3CCCCC3)cc2c1=O)OC,0,-1,2.5,-4,-5,0.2,31*,1,1
CC(C)CCNC(=O)C(Cc1ccccc1)NS(=O)(=O)c1ccc2c(c1)c(=O)n(C)c(=O)n2C (centres undefined),.,-7&-17,-1.0&-0.4,-1&-5,0,-0.6&-0.6,2&-2,-2,2&-1
CC(C)(C)NC(=S)Nc1ccc(Br)cc1,-3,-27,0.3,1,-6,-0.2,2,3,26
CCCCC1=CC2=C(c3ccco3)C(=O)C(C)(OC(=O)c3ccc(OC)cc3)C(=O)C2=CN1Cc1ccc2c(c1)OCO2 (centres undefined),.,-7,-0.2,0,-5,0.7,-3,33*,2
CC/C=C(/NC(C)=O)c1ccccc1,.,.,-0.2,-2,-7,-0.3,-6,10,1
CCOC(=O)c1c(O)c(Cl)c(C)[nH]c1=O,-18,-12,-0.2,-7,0,0.1,-2,10,4
O=C(CNC(=O)C1COc2ccccc2O1)N/N=C/c1cc(Br)c(O)c(Br)c1 (centres undefined),13,-8,0.3,-23,-1,0.1,-1,8,-3
CC(=O)Nc1ccc(S(=O)(=O)NCCS(=O)(=O)N2CCN(c3ccccc3)CC2)cc1,-8,-2,0.1,3,1,1.3,-1,3,1
CCc1ccccc1NS(=O)(=O)c1cc2c3c(c1)CCN3C(=O)CC2,-8,2,.,.,-3,0.0,5,.,2
Cc1ccc(NC(=S)Nc2ccc(F)cc2)c(C)c1,-4,9,0.8,-9,0,1.1,-7,4,1
Cc1cccc(NC(=O)c2c(Br)sc3c2CCCC3)c1,-18,-27,.,4,-2,-0.3,-9,.,0
Cc1cc(C)cc(N(C(=O)c2csnn2)C(C(=O)NC2CCCCC2)c2ccncc2)c1 (centres undefined),-15,37,-0.2,-1,-6,0.5,-4,-5,1
COc1ccc(OCC(=O)NCCc2ccc(S(N)(=O)=O)cc2)cc1,-1,.,0.1,20,-1,0.5,-13,-9,-1
CN(c1ccccc1)S(=O)(=O)c1cccc(NC(=O)COC(=O)C2CCCCC2)c1,0,-28,-0.4,-18,-4,0.3,10,-11,7
CCN1CCc2nc(NC(=O)Cc3ccc4c(c3)OCCO4)sc2C1,0,0,-0.8,-5,2,0.2,2,6,3
CCOc1ccc2nc(SCC(=O)c3ccc(C)s3)sc2c1,-10,-10,-0.9,6,5,-0.6,11,2,15
O=C(NCC(c1ccccc1)c1ccccc1)c1nn(-c2ccccc2Cl)nc1CO,-66*,7,0.8,-19,-1,0.7,-6,.,10
COCCCn1c(C2CCCCC2)nc2oc3cc(OC)ccc3c(=O)c2c1=O,3,2,-0.3,9,2,-0.3,6,-7,3
Cc1cccc(C)c1NC(=O)Cn1nnc(-c2ccc(N3CCOCC3)cc2)n1,1,-26,0.7,-20,0,0.4,-9,6,2
CCCn1cnc2cc(NCc3ccc(OC)cc3OC)ccc21,-13,-3,-0.1,.,0,-0.7,-3,.,17
# The results go on.
SMILES,RXFP1 antagonist,D1 antag,D2 ag,D2 potentiator,D1 potentiator,TRHR ag,TRHR PAM,D2 antagonist,D1 ag
CCCC(c1nnnn1C(C)(C)C)N1CCN(C(=O)c2ccco2)CC1 (centres undefined),3,0,0.6,1,3,0.1,12,4,2
Cc1ccc(SCc2c(C#N)c3ccccc3n2C)cc1,-3,-6,-0.4,-11,-2,0.7,-4,-12,7
Cc1ccccc1NC(=O)Cn1c(=O)n(CCC(=O)N2CCc3ccccc3C2)c(=O)c2ccccc21,.,-2,-0.3,10,2,-1.5,-8,.,0
Cc1cccc(CS(=O)(=O)CC2Nc3ccc(C(=O)NCc4ccccc4)cc3NC2=O)c1 (centres undefined),-21,10,-1.7,.,-4,-0.4,14,.,0
Cc1nc(-c2ccccc2)nc2[nH]c(-c3ccccc3)cc(=O)c12,24,-6,0.3,3,1,-1.1,10,-7,4
Cc1ccc(Nc2nc(N)nc(CN3CCN(Cc4ccc5c(c4)OCO5)CC3)n2)cc1C,-23,10,-0.1,-6,-3,-0.8,-5,-3,-1
Cn1nnnc1SCc1ccc(F)cc1,2,6,-0.2,-2,-2,0.7,1,-17,2
O=C(CSc1cn(CCNC(=O)c2cccs2)c2ccccc12)NC1CCCC1,6,1,-0.2,5,2,-0.5,-9,17,0
Cn1ncc(C(=O)Nc2ccc(Cl)cc2)c1C(F)(F)F,-6,-7,-0.3,0,-3,0.3,3,-12,4
Cc1nn(Cc2noc(C(=O)NCCc3ccccn3)n2)c(C)c1Br,7,15,.,.,-6,-1.2,-1,.,0
CC(C)[C@@H](N)C(=O)N/N=C/c1ccc2nccnc2c1,-1,-10,1.1,13,-7,0.4,-3,-3,1
CCOC(=O)C(CC)n1cnc2c(cnn2-c2ccc(Cl)cc2)c1=O (centres undefined),-8,-32*,0.2,-6,-3,0.0,-3,-2,10
Cc1ccccc1N=C1SC(CC(=O)Nc2ccc3ccccc3c2)C(=O)N1Cc1ccccn1 (centres undefined),-34,-10,0.8,4,-6,0.0,4,-2,11

# Entries of single compounds, quoted from the list. Values in the order: RXFP1 antagonist, D1 antag, D2 ag, D2 potentiator, D1 potentiator, TRHR ag, TRHR PAM, D2 antagonist, D1 ag
# Entry for `Cc1cccc(CS(=O)(=O)CC2Nc3ccc(C(=O)NCc4ccccc4)cc3NC2=O)c1` (centres undefined) = -21, 10, -1.7, ., -4, -0.4, 14, ., 0
# Entry for `Cc1ccc(SCc2c(C#N)c3ccccc3n2C)cc1` = -3, -6, -0.4, -11, -2, 0.7, -4, -12, 7
# Entry for `Cn1ncc(C(=O)Nc2ccc(Cl)cc2)c1C(F)(F)F` = -6, -7, -0.3, 0, -3, 0.3, 3, -12, 4
# Entry for `Cc1ccccc1N=C1SC(CC(=O)Nc2ccc3ccccc3c2)C(=O)N1Cc1ccccn1` (centres undefined) = -34, -10, 0.8, 4, -6, 0.0, 4, -2, 11
# Entry for `Cc1nc(-c2ccccc2)nc2[nH]c(-c3ccccc3)cc(=O)c12` = 24, -6, 0.3, 3, 1, -1.1, 10, -7, 4
